From PubChem BioAssay
pAkt inh: Akt phosphorylation inhibition. Neuro2A IGF-stimulated pAkt S473 HTRF, 20 min; stronger effect = lower value. activity change, % for hits at 50 µM. 0.32% of 360,000 active; in the data active = activity change below about -80%; inconclusive = mostly about -51% to -80%; note: % is set by controls: 0 for no effect and ±100 for the full control effect
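Neuro2A cells (4,500/well, DMEM with 0.5% FBS) were treated with compound at a single 50 µM final concentration, stimulated with 6 nM IGF for 20 min at 37 °C, and lysed. Phospho-Akt Ser473 was read by HTRF as 665/615 ratio ×10^4.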
PTHR1 ag: activates the human parathyroid hormone receptor PTHR1; Potency, µM (titrated, usually from 115 µM), inactives show top-dose activation, most hits filed as activators; HEK293 GP2 PTHR1 cells, GloSensor cAMP luminescence, 1 h; 0.075% of 410,000 active; note: potency is the fitted concentration of half-maximal effect; nearly all actives have a fitted effect of over 55% in size; some results filed as inactive show a strong effect at the top dose; inactives centre near -15; many of its hits are not listed in these tables
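HEK-293-derived GP2 cells expressing PTHR1 and a GloSensor cAMP reporter, 3,000/well, plated overnight, given luciferin plus IBMX (each 0.5 mM as added) for 1 h at 37 °C, then compound for 1 h at 37 °C. Luminescence was read after 15 min at room temperature.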
EPAC2 antagonist: blocks human EPAC2 exchange factor. Q8WZA2. EPAC2 GEF exchange of Rap1B-BODIPY-GDP, fluorescence. Potency, µM (top dose mostly 114 µM), for the others: at the highest dose activity, negative = inhibition, actives largely listed as inhibitors. 0.18% of 360,000 active; note: potency is the fitted concentration of half-maximal effect; % is set by controls: 0 for no effect and ±100 for the full control effect; nearly all actives have a fitted effect of over 45% in size; many of its hits are not listed in these tables
Target sequence (Q8WZA2 whole entry, looked up): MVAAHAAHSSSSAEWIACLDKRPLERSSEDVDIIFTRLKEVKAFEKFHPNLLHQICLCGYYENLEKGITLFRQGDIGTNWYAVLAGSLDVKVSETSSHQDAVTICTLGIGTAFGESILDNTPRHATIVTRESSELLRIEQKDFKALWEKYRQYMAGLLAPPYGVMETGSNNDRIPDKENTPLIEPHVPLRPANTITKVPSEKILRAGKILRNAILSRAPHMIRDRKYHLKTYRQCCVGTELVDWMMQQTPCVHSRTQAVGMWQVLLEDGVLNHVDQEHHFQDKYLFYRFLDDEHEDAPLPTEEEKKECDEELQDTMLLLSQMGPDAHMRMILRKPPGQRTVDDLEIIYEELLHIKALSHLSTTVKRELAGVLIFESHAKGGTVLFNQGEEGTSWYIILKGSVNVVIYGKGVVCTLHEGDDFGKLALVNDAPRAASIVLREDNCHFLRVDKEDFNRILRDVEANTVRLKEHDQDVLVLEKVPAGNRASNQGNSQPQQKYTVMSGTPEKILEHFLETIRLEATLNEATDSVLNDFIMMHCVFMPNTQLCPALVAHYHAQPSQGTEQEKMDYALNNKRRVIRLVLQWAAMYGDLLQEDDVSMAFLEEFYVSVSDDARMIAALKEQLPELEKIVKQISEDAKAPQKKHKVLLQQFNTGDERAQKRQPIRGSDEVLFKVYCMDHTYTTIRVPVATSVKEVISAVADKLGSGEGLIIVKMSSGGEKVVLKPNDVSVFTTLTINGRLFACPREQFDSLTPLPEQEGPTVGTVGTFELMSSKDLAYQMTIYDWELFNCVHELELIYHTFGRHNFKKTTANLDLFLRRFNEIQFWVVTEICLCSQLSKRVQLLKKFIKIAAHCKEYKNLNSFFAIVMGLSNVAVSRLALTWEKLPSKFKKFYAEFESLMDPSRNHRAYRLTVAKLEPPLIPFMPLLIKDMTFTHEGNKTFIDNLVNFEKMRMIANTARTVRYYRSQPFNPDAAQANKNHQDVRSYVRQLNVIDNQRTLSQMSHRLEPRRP
EPAC2 agonist: activates human EPAC2 exchange factor. AID 720711. 0.079% of 360,000 active. EPAC2 activation, biochemical qHTS; response scale: 100% = 6.5 mM cAMP response. Q8WZA2. Potency, µM (series often up to 154 µM), for the others: at the top dose activation, usual class: activators; note: potency is the fitted concentration of half-maximal effect; nearly all actives have a fitted effect of over 50% in size
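Setup: EPAC2 100 nM, labeled Rap1B complex 250 nM, free GDP 50 uM. Compound titrations pinned in, brief spin, 5 min room temperature incubation. Kinetic fluorescence read over 30 min, normalized to 6.5 mM cAMP.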
D3 antag: blocks the human D3 dopamine receptor; P35462; D3R cells, DiscoveRx beta-arrestin luminescence, antagonist mode; stronger effect = lower value; max response, negative = inhibition, %; 2.5% of 360,000 active; in the data active = max response below about -50%; inconclusive = no clear call, values can overlap the other calls; note: % is set by controls: 0 for no effect and ±100 for the full control effect; mostly tested at two doses, the higher about 12 µM
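Cells plated overnight at 1500 cells/well, then exposed to library compounds with dopamine controls for 90 minutes at 37 degrees C. DiscoveRx reagent added for 30–60 minutes at room temperature; luminescence read, quantitative HTS format.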
CCT modulator: cytosolic chaperonin activity modulation. purified chaperonin ATPase assay, HTRF ADP detection, 30 min. activity change, % (test concentration not listed), hits read low. 0.3% of 360,000 active; in the data active = activity change below about -30%; note: % is set by controls: 0 for no effect and ±100 for the full control effect
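We incubate TRiC, 40 or 20 nM final, with library compounds at 76 uM and 10 uM ATP for 30 min at 37 °C. ADP formed is detected with Transcreener HTRF reagents after 30 min at room temperature.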
DRD3 agonist: agonists of human D3 dopamine receptor. P35462. D3R DiscoveRx beta-arrestin cells, luminescence, 90 min. max activation, %. 0.58% of 410,000 active. AID 652048; in the data active = max activation above about 30%; note: 0% is about no effect; mostly tested at two doses, the higher about 12 µM
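Agonist mode: compounds and dopamine controls were applied to plated cells for 90 min at 37 degrees C after an overnight attachment at 1500 cells/well. Luminescent read-out followed 30 - 60 minutes at room temperature with DiscoveRx detection reagent.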
MmCpn inh: blocks the Methanococcus maripaludis chaperonin Mm-Cpn | purified Mm-Cpn ATPase, ADP Transcreener TR-FRET | Potency, µM (series often up to 76.9 µM), inactives show at the top dose activity, negative = inhibition, hits mostly inhibitors | 0.031% of 330,000 active | AID 504842; note: potency is the fitted concentration of half-maximal effect; % is set by controls: 0 for no effect and ±100 for the full control effect; nearly all actives have a fitted effect of over 80% in size
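Measured: ADP formation by purified Mm-CPN. Conditions: 25 nM protein, 10 uM ATP, Tris pH 7.4 with Mg2+, K+ and DTT, 37°C for 30 min. Detection: Transcreener HTRF after 30 min at room temperature.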
Active calls of the source: *; i = inactive; ? = inconclusive; nt = no result given; [ ] = remark or other dose. Unless noted, calls come from the whole dose curve; as a rule, active = well fitted curve in the direction sought with a large enough effect; inconclusive = small, poorly fitted or top-dose-only effect, or another doubt; inactive = no such curve, though single readings can be large; an effect the other way counts as inactive or inconclusive.

1: Cc1c(C(=O)Nc2ccccc2-c2ccccc2)cccc1[N+](=O)[O-]
2: O=C(NCc1ccncc1)c1ccc(Cl)c(S(=O)(=O)N2CCCCC2)c1
3: O=C(CCc1ccccc1)NNC(=O)COc1ccc(Cl)cc1
4: Cn1c(CNC(=O)CCNC(=O)c2cccc(Br)c2)cc(=O)n(C)c1=O
5: CCCCCCOc1ccc(/C(C)=N/NC2=NCCN2)cc1[N+](=O)[O-]
entry no.	1	2	3	4	5
pAkt inh	nt	i	i	i	i
PTHR1 ag	25%[57.5 µM]	-19%	-41%	i	i
EPAC2 antagonist	-5%	3%	11%	13%	-3%[57.1 µM]
EPAC2 agonist	2%	-4%	-4%	9%	-4%
D3 antag	-15	1	13	-10	-23
CCT modulator	-1.2	1.9	-0.7	-0.6	0.6
DRD3 agonist	9	-6	5	-3	-6
MmCpn inh	1%	2%	1%	2%	1%

6: Cc1ccc(/C(O)=C2\C(=O)C(=O)N(C)C2c2ccc(Br)cc2)cc1 (centres undefined)
7: CCOc1ccccc1C(=O)NCC(=O)NNC(=O)CN(C)S(=O)(=O)c1ccc(Cl)cc1
8: CSc1ccccc1NC(=O)c1cc(C2CC2)on1
9: CCOc1ccc(C(C(=O)NC2CCCCC2)N(C(=O)c2ccccn2)c2cccnc2)cc1 (centres undefined)
10: COc1cc(C(=O)OC(C)CN2CCCC2)cc(OC)c1OC (centres undefined)
entry no.	6	7	8	9	10
pAkt inh	i	i	i	i	i
PTHR1 ag	-14%	-47%[inhibitor]	i	i	i
EPAC2 antagonist	2%	22%	-5%	-4%	8%
EPAC2 agonist	5%	6%	5%	3%	-3%
D3 antag	26	-17	3	2	-11
CCT modulator	-0.3	0.6	-0.1	-1.7	2.3
DRD3 agonist	1	5	-5	10	2
MmCpn inh	0%	3%	0%	-2%	-1%

11: Clc1nc(Nc2ccc(N3CCOCC3)cc2)c2ccccc2n1
12: CN(CC(=O)Nc1cccc(S(=O)(=O)N2CCCC2)c1)Cc1ccccc1
13: COc1ccc(-c2nc(-c3cccs3)no2)cc1
14: COc1ccc(C(=O)Nc2cc(C)on2)c(OC)c1
15: Cc1ccc(O)c(C(=O)c2cnn(C(=O)c3cccc(S(=O)(=O)N(C)C)c3)c2)c1
entry no.	11	12	13	14	15
pAkt inh	i	i	i	i	i
PTHR1 ag	-8%	-31%[inhibitor]	-94%[inhibitor]	-37%[inhibitor]	i
EPAC2 antagonist	0%	-5%	-8%	7%	4%
EPAC2 agonist	15%	9%	6%	8%	-2%
D3 antag	-7	-23	0	1	3
CCT modulator	-2.6	0.7	-0.7	-1.0	2.3
DRD3 agonist	-2	-1	-2	13	-1
MmCpn inh	0%	1%	-3%	0%	-1%

16: CN(Cc1ccccc1)S(=O)(=O)c1ccccc1Br
17: O=C(C1=C(O)/C(=C/c2ccc(O)cc2)CCC1)C(F)(F)F
18: Cc1cc(Br)c2nc(-c3ccccc3)c(Cc3cccc(Cl)c3)n2c1
19: O=C(OCCCCN1C(=O)c2ccccc2C1=O)c1n[nH]c2ccccc12
20: CCOc1cc(S(=O)(=O)N2CCC(C(N)=O)CC2)ccc1F
entry no.	16	17	18	19	20
pAkt inh	i	i	i	i	i
PTHR1 ag	-50%[inhibitor]	-19%[57.5 µM]	i	-24%[57.5 µM]	-4%
EPAC2 antagonist	-29%	-10%	4%	-6%	2%
EPAC2 agonist	22%	-26%	4%	20%	7%
D3 antag	10	-10	28	37	12
CCT modulator	-0.1	-3.0	-0.5	-2.4	-3.0
DRD3 agonist	-23	-14	0	2	11
MmCpn inh	-1%	0%	nt	1%	0%

Some of the entries so far, with two lines to a compound:
Values run as follows: pAkt inh	PTHR1 ag	EPAC2 antagonist	EPAC2 agonist	D3 antag	CCT modulator	DRD3 agonist	MmCpn inh
(12) CN(CC(=O)Nc1cccc(S(=O)(=O)N2CCCC2)c1)Cc1ccccc1
 : i	-31%[inhibitor]	-5%	9%	-23	0.7	-1	1%
(13) COc1ccc(-c2nc(-c3cccs3)no2)cc1
 : i	-94%[inhibitor]	-8%	6%	0	-0.7	-2	-3%
(14) COc1ccc(C(=O)Nc2cc(C)on2)c(OC)c1
 : i	-37%[inhibitor]	7%	8%	1	-1.0	13	0%

Additional structures
21: COC(=O)Nc1nnc(-c2ccco2)s1
22: O=C(Nc1ncccn1)c1cccc(F)c1
23: CCOC(=O)C(NC(=O)c1cccnc1)(Nc1cccc(C)n1)C(F)(F)F (centres undefined)
24: COc1c(Br)cc(Br)cc1/C=N/n1c(C)nnc1C
25: Oc1ccc(C2C[C@H]3CC[C@@H]2C3)cc1O (some centres undefined)
entry no.	21	22	23	24	25
pAkt inh	i	i	i	i	i
PTHR1 ag	-3%	?	i	-11%[57.5 µM]	-16%
EPAC2 antagonist	-5%	2%	2%	5%	-12%
EPAC2 agonist	12%	6%	9%	3%	-3%
D3 antag	23	-5	22	?	9
CCT modulator	-2.5	-1.4	-5.0	0.9	-4.8
DRD3 agonist	5	-5	12	0	6
MmCpn inh	-16%	1%	-1%	0%	0%

26: Cc1ccc(N(CC(O)Cn2c3ccccc3c3ccccc32)S(C)(=O)=O)cc1 (centres undefined)
27: CNC(=O)c1c(C)noc1C
28: COC(=O)c1cccc(NC(=O)c2ccc(S(=O)(=O)N3CCN(C)CC3)cc2)c1
29: O=C(CCC(=O)N1CCN(c2ccc(F)cc2)CC1)c1ccc(Cl)cc1
30: Cn1nc(C(C)(C)C)cc1NC(=O)Nc1ccc(Cl)cc1
entry no.	26	27	28	29	30
pAkt inh	i	i	i	i	i
PTHR1 ag	-14%	-7%	i	-22%	i
EPAC2 antagonist	-18%	13%	-3%	2%	0%
EPAC2 agonist	14%	5%	13%	8%	-2%
D3 antag	6	3	-4	13	11
CCT modulator	-4.1	0.3	-2.1	-0.9	0.7
DRD3 agonist	4	4	3	-3	26
MmCpn inh	2%	0%	1%	2%	3%

31: COc1cc(NS(=O)(=O)c2ccc(NC(=O)COc3ccccc3Cl)cc2)nc(OC)n1
32: COc1cccc([C@@H]2CC=C(C(=O)O)[C@H](c3ccc(Cl)cc3)N2S(=O)(=O)c2ccc(C)cc2)c1
33: Cc1cc(NS(=O)(=O)c2ccc(NC(=O)c3c(F)c(F)c(F)c(F)c3F)cc2)nc(C)n1
34: COCCNC(=O)C(C)OC(=O)C1=Cc2ccccc2OC1 (centres undefined)
35: O=C(COc1ccc([N+](=O)[O-])cc1)N1CCN(c2nnc(-c3ccccc3)c3ccccc23)CC1
entry no.	31	32	33	34	35
pAkt inh	-125%*	i	i	i	i
PTHR1 ag	-15%[57.5 µM]	-7%	-3%	i	-33%[inhibitor]
EPAC2 antagonist	9%	-15%	-7%	-5%	2%
EPAC2 agonist	0%	-5%	-1%	9%	11%
D3 antag	0	7	-5	5	-10
CCT modulator	2.7	0.3	-0.9	-0.2	-0.7
DRD3 agonist	5	9	2	2	2
MmCpn inh	1%	2%	-1%	2%	-1%

36: Cc1ccc(-c2cc(-c3ccc(C)cc3O)[nH]n2)cc1
37: CCCN1C(=O)c2ccc(C(=O)NC3CCCCC3)cc2C1=O
38: O=C(CCCN1C(=O)c2cccc3cccc(c23)C1=O)OCC(=O)N1CCCCC1
39: COc1ccccc1N1CCN(C(=O)CSc2ncnc3scc(-c4ccccc4)c23)CC1
40: CCOC(=O)CSc1nc2sc3c(c2c(=O)[nH]1)CC(C)(CC)OC3 (centres undefined)
entry no.	36	37	38	39	40
pAkt inh	i	i	i	i	i
PTHR1 ag	-27%	i	-8%	-14%	?
EPAC2 antagonist	1%	-2%	-3%	-4%	21%
EPAC2 agonist	8%	-2%	5%	2%	2%
D3 antag	-6	-11	14	78	?
CCT modulator	0.5	-0.6	0.5	1.0	2.6
DRD3 agonist	-4	0	2	3	-24
MmCpn inh	1%	-4%	nt	-21%	1%

41: Cc1ccc(SCC(=O)N/N=C/c2ccco2)cc1
42: Cc1ccc(C(=O)c2cc([N+](=O)[O-])ccc2N2CCOCC2)cc1C
43: O=C(CC(O)(c1ccccc1)C(F)(F)F)c1cccs1 (centres undefined)
44: CC(C)(C)OC(=O)NCCc1nnc(SCc2c(Cl)cccc2Cl)o1
45: CCN(CC)CC(=O)N1c2ccccc2Sc2ccc(Cl)cc21
entry no.	41	42	43	44	45
pAkt inh	i	i	i	nt	i
PTHR1 ag	i	-29%	-52%[inhibitor]	22%	-6%[57.5 µM]
EPAC2 antagonist	-1%	-10%	-18%	-8%	7%
EPAC2 agonist	14%	15%	-12%	9%	-2%
D3 antag	7	0	-24	38	?
CCT modulator	-1.3	0.2	1.4	-2.6	-0.4
DRD3 agonist	5	-9	-5	-3	-8
MmCpn inh	1%	0%	-2%	3%	-1%

46: CC1=CS/C(=C(/C#N)C(=O)N2CCCCC2)N1c1ccccc1
47: C=CCOc1nc(-c2ccccc2Cl)nc2ccccc12
48: COc1ccc(CN2CN(S(=O)(=O)c3cccs3)c3nc4ccccc4nc32)cc1
49: CNC(=O)Nc1ccc2nc(C)sc2c1
50: COc1cc(NC(=O)C/C(C)=N/NC(=O)Cc2ccc(Cl)cc2)c(OC)cc1Cl
51: COc1ccc(C)cc1NS(=O)(=O)c1ccc2c(c1)NC(=O)C(C)S2 (centres undefined)
52: Cn1c(=O)[nH]c(=O)c2c1nc(Br)n2CCSc1ncccn1
53: N#C/C(=N\Nc1cccc(F)c1)C(=O)C1CC1
entry no.	46	47	48	49	50	51	52	53
pAkt inh	i	i	i	i	i	i	nt	i
PTHR1 ag	i	i	-8%	i	-12%	-22%	-1%[57.5 µM]	-30%
EPAC2 antagonist	5%	-28%	-4%	7%	-9%	-15%	10%	-3%
EPAC2 agonist	9%	8%	-2%	7%	8%	1%	5%	6%
D3 antag	17	7	-12	-5	-6	14	44	42
CCT modulator	-2.4	0.3	-1.0	0.7	-2.2	-1.1	-1.0	0.7
DRD3 agonist	2	5	-1	4	1	-1	5	0
MmCpn inh	0%	-2%	-3%	0%	-1%	1%	2%	0%

An excerpt, so the mix of outcomes need not match the whole.
